M1 ag – human M1 muscarinic receptor agonists, primary screen, Fluo-8 calcium fluorescence, CHO-K1 cells, HTS; CHO-K1 hM1, agonist mode; 0% DMSO, 100% acetylcholine EC100; Muscarinic acetylcholine receptor M1 (Homo sapiens), P11229; AID 588814, 2011; activation, % at 3 µM; 0.33% of 360,000 active;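 active = activation above the run's mean compound activation plus 3 SD, cut at about 16% in these data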;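 note: peak over basal fluorescence ratio within a 140 s kinetic read after compound addition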
M5 PAM – human M5 muscarinic receptor positive allosteric modulators, primary screen, CHO-K1 cells, Fluo-8 calcium fluorescence | Muscarinic acetylcholine receptor M5 (Homo sapiens), P08912 | CHO-K1 hM5, ACh EC20 PAM; 0% = ACh EC20, 100% = ACh EC100 | activation, % at 3 µM | 0.3% of 360,000 active | AID 624038, 2012;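 active = activation above the run cutoff, the mean activation of all test compounds plus 3 SD, cut at about 18% in these data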
Target sequence (P08912 whole entry, looked up): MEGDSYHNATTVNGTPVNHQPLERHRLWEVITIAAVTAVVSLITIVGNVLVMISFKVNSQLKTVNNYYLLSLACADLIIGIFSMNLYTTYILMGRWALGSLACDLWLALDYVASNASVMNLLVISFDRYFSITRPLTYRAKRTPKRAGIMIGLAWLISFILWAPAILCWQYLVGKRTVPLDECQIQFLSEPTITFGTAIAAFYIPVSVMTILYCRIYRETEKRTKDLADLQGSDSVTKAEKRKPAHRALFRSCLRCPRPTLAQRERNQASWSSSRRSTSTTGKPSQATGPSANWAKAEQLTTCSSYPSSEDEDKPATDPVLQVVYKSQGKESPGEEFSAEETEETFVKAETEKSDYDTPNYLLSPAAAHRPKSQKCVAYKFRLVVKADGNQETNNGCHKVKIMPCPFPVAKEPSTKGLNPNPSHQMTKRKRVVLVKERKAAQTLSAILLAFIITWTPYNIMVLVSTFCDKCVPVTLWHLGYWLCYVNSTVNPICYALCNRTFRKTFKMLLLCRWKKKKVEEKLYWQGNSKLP
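System – CHO-K1 hM5 cells · Compound – 3 µM, single dose · Incubation – compound preincubation 140 s before EC20 acetylcholine addition · Technique – Fluo-8 calcium fluorescence · Measure – Max/basal fluorescence ratio as % of EC20–EC100 ACh window · Benchmarks – low control EC20 acetylcholine (0%), high control EC100 acetylcholine (100%) · Replication – singlicate, one well per test compound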
CHRM4 antagonist – human M4 muscarinic receptor antagonists, primary screen, CHO cells, Fluo-8 calcium fluorescence; Muscarinic acetylcholine receptor M4 (Homo sapiens), P08173; CHO-hM4 cells, ACh EC80; inhibition, % at 3 µM; 0.73% of 360,000 active;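 active = inhibition above its plate's cutoff, the mean inhibition of sample wells plus 3 SD, cut at about 27% in these data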;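 note: 0% = acetylcholine EC80 with DMSO and 100% = DMSO without agonist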
CHRM1 antagonist – human M1 muscarinic receptor antagonists, primary screen, CHO-K1 cells, Fluo-8 calcium fluorescence, 1536-well | CHO-K1 hM1, ACh EC80 antagonist | AID 588852, 2011 | inhibition, % at 3 µM | Muscarinic acetylcholine receptor M1 (Homo sapiens), P11229 | 1.3% of 360,000 active;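 active = percent inhibition above its own plate's cutoff, namely the mean of that plate's compound wells plus 3 SD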;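 note: peak over basal fluorescence ratio during 140 s after agonist addition; 0% = ACh EC80 plus DMSO and 100% = DMSO alone without agonist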
M5 ag – human M5 muscarinic receptor agonists, primary screen, CHO-K1 cells, Fluo-8 calcium fluorescence. CHO-K1 hM5 cells; 0% DMSO wells, 100% maximal acetylcholine response. activation, % at 3 µM. 0.19% of 360,000 active;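 active = activation above the run's mean over test compounds plus 3 SD, cut at about 23% in these data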;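 note: signal is peak over basal fluorescence ratio across the kinetic read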
TAAR1 agonist – human TAAR1 agonists, primary screen, Fluo-8 calcium fluorescence, CHO RD-HGA16 cells. Trace amine-associated receptor 1 (Homo sapiens), Q96RJ0. vehicle wells 0%, saturating PEA agonist 100%. 0.99% of 360,000 active. activation, % at 3 µM;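 active = activation above the mean activation of all test compounds in the run plus 3 SD, cut at about 38% in these data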
Target sequence (Q96RJ0 whole entry, looked up): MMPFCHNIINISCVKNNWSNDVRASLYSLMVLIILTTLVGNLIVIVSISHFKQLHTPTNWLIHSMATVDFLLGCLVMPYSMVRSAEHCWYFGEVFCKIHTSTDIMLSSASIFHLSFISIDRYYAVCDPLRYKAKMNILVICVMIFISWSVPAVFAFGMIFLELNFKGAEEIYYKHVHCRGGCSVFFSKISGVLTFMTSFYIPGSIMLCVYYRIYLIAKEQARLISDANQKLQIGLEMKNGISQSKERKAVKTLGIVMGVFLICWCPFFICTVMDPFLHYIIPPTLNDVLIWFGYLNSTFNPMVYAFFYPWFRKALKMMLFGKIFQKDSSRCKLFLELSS
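System: CHO RD-HGA16 cells carrying human TAAR1 plus Gα16; Incubation: 17-24 h seeding, 75 min 37 °C dye, 30 min RT; Measured by: Fluo-8 fluorescence, 5 s baseline then 140 s kinetic read; Control set: DMSO and PEA EC100; Replication: single well for each compound.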
M4 ag – human M4 muscarinic receptor agonists, primary screen, CHO-K1 cells, Fluo-8 calcium fluorescence; Muscarinic acetylcholine receptor M4 (Homo sapiens), P08173; CHO-K1 hM4/Gqi5; vehicle 0%, full acetylcholine response 100%; activation, % at 3 µM; 0.14% of 360,000 active;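 active = activation above the run mean over all test wells plus 3 SD, cut at about 32% in these data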;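 note: peak over basal fluorescence ratio per well then scaled between controls; 0% = DMSO wells and 100% = acetylcholine at EC100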
M5 antag – human M5 muscarinic receptor antagonists, primary screen, CHO cells, Fluo-8 calcium fluorescence; CHO-hM5 cells, ACh EC80; inhibition, % at 3 µM; 0.59% of 360,000 active; AID 624040, 2012;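 active = inhibition above a per-plate cutoff, the mean of that plate's test compounds plus 3 SD, cut at about 27% in these data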;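 note: 0% = acetylcholine EC80 with DMSO and 100% = DMSO without agonist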
M1 PAM – human M1 muscarinic receptor positive allosteric modulators, primary screen, CHO-K1 cells, Fluo-8 calcium fluorescence, 1536-well | Muscarinic acetylcholine receptor M1 (Homo sapiens), P11229 | CHO-K1 hM1, ACh EC20; 0% = ACh EC20, 100% = maximal ACh | activation, % at 3 µM | 0.088% of 360,000 active | AID 588819, 2011; in the data active = activation above about 19%, passing the limit was not always enough
An asterisk follows results filed as active; / = not tested or not shown; & = joins results of further samples. This is a subset, so the mix of outcomes need not match the whole.

SMILES	M1 ag	M5 PAM	CHRM4 antagonist	CHRM1 antagonist	M5 ag	TAAR1 agonist	M4 ag	M5 antag	M1 PAM
Cc1ccc2nc(-c3ccc(-c4cccc(Cl)c4)cc3)c(NCc3ccccc3)n2c1	-1	-1	3	2	-1	7	1	5	5
O=C(O)CCN(Cc1ccccc1)S(=O)(=O)c1c(Cl)cccc1Cl	-3	8	9	-4	-4	-1	1	4	7
CC(C(=O)Nc1ccc(S(=O)(=O)N2CCCC2)cc1)N1CCN(c2ccccc2O)CC1 (stereo not drawn)	-5	-2	17	26	-3	6	7	10	-21
COC(=O)N/N=C(\C)c1ccc(-n2ccnc2)cc1	-4	-3	-4	0	-2	1	1	-11	1
Cc1ccc2nc(C)cc(NCCO)c2c1	-6	8	0	-26	-2	0	1	-5	8
COc1ccc(NC(=O)c2ccco2)cc1NC(=O)COc1ccccc1	-2	3	-14	-1	6	3	6	-5	-4
CCc1ccc(NC(=O)Cn2nnc(C(=O)NCc3ccco3)c2N)cc1	-1	3	8	2	-1	1	2	5	3
CCOc1ccc(C2CC(c3ccccc3C)n3ncnc3N2)cc1 (stereo not drawn)	-3	-1	-11	-4	0	3	2	-3	-1
CC(=O)c1nnn(-c2ccc(Cl)cc2C#N)c1C	-8	-9	2	-7	-8	0	1	19	3
O=C(ON=C1CCN(c2ccc([N+](=O)[O-])cc2)CC1)c1ccccc1	-7	-4	4	14	-3	16	0	6	-26

Part of the list above, limited to M1 ag, TAAR1 agonist and M5 ag.
| Compound | M1 ag | TAAR1 agonist | M5 ag |
| --- | --- | --- | --- |
| CCOc1ccc(C2CC(c3ccccc3C)n3ncnc3N2)cc1 (stereo not drawn) | -3 | 3 | 0 |
| CC(=O)c1nnn(-c2ccc(Cl)cc2C#N)c1C | -8 | 0 | -8 |

Going on with the list:
SMILES	M1 ag	M5 PAM	CHRM4 antagonist	CHRM1 antagonist	M5 ag	TAAR1 agonist	M4 ag	M5 antag	M1 PAM
COc1ccc([C@H]2CC(=O)C=C(c3ccc(Br)c4ccccc34)C2)cc1	-1	5	8	3	3	3	0	-3	4
Cc1ccc(S(=O)(=O)N2CCOCC2)cc1NC(=O)c1cc2c(s1)CCC2	-3	-9	-7	3	-2	13	7	3	2
Cc1ccc(C)c(Cn2nc(-c3ccccc3)ccc2=O)c1	3	-8	-6	-10	0	9	2	7	15
Cc1onc(-c2ccccc2)c1C(=O)Nc1ccccc1C#N	3&-4	0&-1	-8&3	-15&-9	1&1	1&2	2&1	0&-1	13&2
CCN(CC(=O)Nc1ccccc1C(F)(F)F)C(=O)C1CCC1	-3	1	-3	-3	2	2	1	1	6
CS(=O)(=O)Nc1cccc(C2=NN(C(=O)c3ccco3)C(c3cccs3)C2)c1 (stereo not drawn)	-1	0	0	-2	2	1	6	-12	4
COc1cc(C)nc(Oc2ccc(OCCOc3ccccc3)nn2)n1	-6	0	-5	-3	-3	1	1	-6	2
Cc1ccc(C)c(-n2cc(-c3ccc(Cl)cc3)nc2SCC(=O)NC2CCS(=O)(=O)C2)c1 (stereo not drawn)	-5	-4	-10	4	0	8	8	-2	-2
Cc1cc([N+](=O)[O-])c(=O)[nH]c1C	-1	-5	4	-9	3	2	0	12	7
Cc1cc(C)nc(SCc2ccc(C(=O)N/N=C/c3ccccn3)cc2)n1	2	-13	3	11	2	4	16	6	0

Pulled by compound from the list above, 3 records:
SMILES	M1 ag	M5 PAM	CHRM4 antagonist	CHRM1 antagonist	M5 ag	TAAR1 agonist	M4 ag	M5 antag	M1 PAM
Cc1onc(-c2ccccc2)c1C(=O)Nc1ccccc1C#N	3&-4	0&-1	-8&3	-15&-9	1&1	1&2	2&1	0&-1	13&2
Cc1cc([N+](=O)[O-])c(=O)[nH]c1C	-1	-5	4	-9	3	2	0	12	7
COc1cc(C)nc(Oc2ccc(OCCOc3ccccc3)nn2)n1	-6	0	-5	-3	-3	1	1	-6	2

(next part)
SMILES	M1 ag	M5 PAM	CHRM4 antagonist	CHRM1 antagonist	M5 ag	TAAR1 agonist	M4 ag	M5 antag	M1 PAM
Cc1c(C)n2c(SCC(=O)N3CCCCC3)nnc2[nH]c1=O	-1	1	1	-9	2	2	0	5	7
CC1CC(C)CN(C(=O)c2ccc(S(=O)(=O)N3CCCC3)cc2)C1 (stereo not drawn)	-6	-1	-4	-3	-3	4	2	8	0
COc1cc(CNn2cn[nH]c2=S)cc(Cl)c1OCc1ccccc1	-2	-5	-4	-3	2	2	3	-1	3
O=C(Nc1ccc(-c2cn3c(n2)SCC3)cc1)c1ccc2ccccc2n1	-3	-13	2	9	-1	10	10	12	-3
O=C1c2ccccc2C(=O)N1Cc1nc2ccccc2c(=O)n1CCCN1CCOCC1	-6	-3	9	-3	3	12	-1	3	3
Fc1ccc(Sc2ccccc2CNC2=NCCN2)cc1	3	-16	-5	26	-3	12	8	19	-12
CC(=O)c1ccccc1NC(=O)COC(=O)/C=C/c1ccc(OC(F)F)cc1	-2	1	5	-13	-3	1	1	-7	11
O=[N+]([O-])c1ccccc1N/N=C1\CCc2ccccc21	-5	7	0	-2	0	0	0	8	5
O=C(NCCCn1ccnc1)c1cc(-c2cccnc2)nc2ccc(Br)cc12	-6	3	-10	-1	-8	3	4	-1	7
Cc1csc(NC(=O)C2CCN(S(=O)(=O)c3ccccc3)CC2)n1	-1	-9	15	-7	4	1	4	7	7
COc1cccc(C(N)c2nc(-c3csc4ccccc34)cs2)c1 (stereo not drawn)	-1	-2	-12	-21	0	/	2	-1	11
CCC(=O)OCC(=O)Nc1ccc(OC)cc1[N+](=O)[O-]	-7	-1	0	-6	-3	7	1	3	8
COc1ccccc1NC1=NC(CO)(CO)CS1	-3	2	-9	-18	-2	0	1	5	7
COc1cccc(F)c1C(C[N+](=O)[O-])c1c(N)n(C)c(=O)n(C)c1=O (stereo not drawn)	2	7	6	-12	0	7	2	2	13
CCCc1cc(C(=O)NCC(C)C)no1	1	0	-12	0	0	0	-1	-3	4
COc1ccc(C(=O)Nc2ccnc(-c3cccnc3)n2)cc1	-1	2	-8	-3	-4	4	0	7	4
C#CCNCCS(=O)(=O)N(Cc1ccc(Br)cc1)[C@@H](CC(C)C)C(=O)O	-5	-1	3	-14	1	0	1	4	5
CC(C)Oc1ccc(C(=O)Nc2ccc(NC(=O)c3ccco3)c(Cl)c2)cc1	-4	-3	8	-5	0	7	2	0	2
CCOC(=O)CSc1nc(C)c2ccccc2n1	-3	-2	4	-5	0	-1	0	5	2
Cn1c(=NC(=O)CN2C(=O)C3CC=CCC3C2=O)sc2ccccc21 (stereo not drawn)	-6&-6	2&1	-10&-3	-10&-2	1&-7	0&7	4&3	11&0	7&4

Arranged by the number under M5 antag (descending): three of the compounds above
| canonical_smiles | M5 antag |
| --- | --- |
| C#CCNCCS(=O)(=O)N(Cc1ccc(Br)cc1)[C@@H](CC(C)C)C(=O)O | 4 |
| COc1cccc(C(N)c2nc(-c3csc4ccccc34)cs2)c1 (stereo not drawn) | -1 |
| CCCc1cc(C(=O)NCC(C)C)no1 | -3 |

More records follow.
SMILES	M1 ag	M5 PAM	CHRM4 antagonist	CHRM1 antagonist	M5 ag	TAAR1 agonist	M4 ag	M5 antag	M1 PAM
COc1ccc(NC(=O)N2CCN(S(C)(=O)=O)CC2)c(OC)c1	-7	4	1	-9	0	3	1	-6	10
COc1ccc(/C=C(/NC(=O)c2ccc(C)cc2)c2nc3ccccc3[nH]2)cc1OC	0	5	-6	-21	-2	3	3	-4	4
CCN(CC)S(=O)(=O)c1ccc(NC2c3ccccc3C(=O)N2c2ccc(C)cn2)cc1 (stereo not drawn)	-3	-4	-11	-10	0	1	0	3	6
COc1ccc(-n2c(Cc3cc(=O)[nH]c(=O)[nH]3)nnc2SCC(=O)N2CCC(C)CC2)cc1	-8	2	6	-11	-1	3	1	-1	3
COc1cccc(CNC(=O)Cn2ccc3cc(S(=O)(=O)N4CCCCCC4)ccc32)c1OC	-2	-3	2	4	1	2	10	0	0
CCc1ccc(C(=O)NCC2COc3ccccc3O2)o1 (stereo not drawn)	-6	3	19	-5	0	6	1	-4	12
O=C(O)Cn1c(=O)c(F)cn(C2CCCO2)c1=O (stereo not drawn)	-3	4	-7	-19	-1	0	1	4	11
Cc1sc2ncn(CC(=O)N3CCN(c4ccccc4)CC3)c(=O)c2c1S(=O)(=O)N1CCOCC1	-5	6	-7	-4	-3	0	3	0	7
CC(C)N(C(=O)COC(=O)c1ccccc1C(=O)N1CCN(c2ccc(F)cc2)CC1)C(C)C	-4	-5	6	-3	0	4	3	-3	4
CCOc1ccc(C2=Nc3ccccc3C(c3ccc(N4CCOCC4)cc3)=NN2)cc1	-3	1	0	-9	-2	2	0	1	7
C/C(=N/NC(=O)CCCOc1ccc(Cl)cc1Cl)c1ccc(C)o1	-8	-1	11	4	-2	0	0	5	-15
CC(=O)Nc1cc(O)cc(O)c1	0	-1	5	6	-2	1	0	1	1
Cc1cc(C(=O)NCc2ccccc2Cl)c2ccccc2n1	-10	-9	3	10	-4	-3	5	4	-13
Cc1c([N+](=O)[O-])c(N)nn1C	-4	6	-11	-13	1	3	0	-9	7
COc1ccccc1N1CCN(c2cc(=O)n(-c3ccccc3Cl)c(=O)[nH]2)CC1	-4	0	3	1	-2	5	1	-4	-3
CC(=O)Nc1ccc(-c2ccnc3c2CC(C(=O)NCc2ccco2)O3)cc1 (stereo not drawn)	-2	3	-6	-1	2	3	1	-1	4
C(=N\c1nc2ccccc2n1CCN1CCCCC1)/c1ccc2c(c1)OCO2	-3	23*	6	1	-3	10	1	-4	-1

Source: PubChem BioAssay (The Scripps Research Institute Molecular Screening Center)
